Assay outcomes as filed in PubChem BioAssay.
NOD2 RIPK2 PPI = blocks binding of human NOD2 to RIPK2; 0.38% of 360,000 active; inhibition, % at 4.98 µM; AID 624267; CHO BLA complementation NOD2-RIPK2, CCF4 ratio; O43353; in the data active = inhibition above about 21%;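 also: 0% = vehicle only and 100% = reference blocker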
Vif inh = HIV Vif inhibition. inhibition, % at 7.49 µM. 0.35% of 340,000 active. AID 602346. HEK293T cells, Vif self-association by quenched fluorescence, imaging, 24 h; in the data active = inhibition above about 50%, passing the limit was not always enough; also: some results filed as inactive read as strong as hits
TLR9-MyD88 block = TLR9-MyD88 interaction inhibition; Q9NR96+Q99836; AID 504734; CHO BLA complementation TLR9-MyD88, CCF4 FRET ratio; inhibition, % at 4.98 µM; 0.21% of 340,000 active;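 active = inhibition above the mean over all tested compounds plus 3 SD, cut at about 21% in these data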;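 also: 0% = DMSO only wells and 100% = clavulanate BLA inhibitor control wells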
LMP1 NFkB inh = Epstein-Barr LMP1 NF-kappaB reporter inhibition | LMP1-induced NF-kappaB luciferase reporter cells, luminescence | inhibition, % at 12.5 µM | 0.69% of 350,000 active | AID 504558; in the data active = inhibition above about 41%;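 also: 0% = neutral control wells and 100% = reference inhibitor control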
NR5A2 inv ag = NR5A2 inverse agonism in reporter assay; HEK293T StAR-luciferase reporter, LRH-1 transfected, 24 h; inhibition, % at 3.6 µM; 0.13% of 360,000 active; AID 602396;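 active = inhibition above the mean inhibition of all tested compounds plus 3 SD, cut at about 73% in these data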;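 also: 0% = DMSO wells and 100% = reporter-only cells lacking LRH-1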
Target sequence (O00482 whole entry, looked up): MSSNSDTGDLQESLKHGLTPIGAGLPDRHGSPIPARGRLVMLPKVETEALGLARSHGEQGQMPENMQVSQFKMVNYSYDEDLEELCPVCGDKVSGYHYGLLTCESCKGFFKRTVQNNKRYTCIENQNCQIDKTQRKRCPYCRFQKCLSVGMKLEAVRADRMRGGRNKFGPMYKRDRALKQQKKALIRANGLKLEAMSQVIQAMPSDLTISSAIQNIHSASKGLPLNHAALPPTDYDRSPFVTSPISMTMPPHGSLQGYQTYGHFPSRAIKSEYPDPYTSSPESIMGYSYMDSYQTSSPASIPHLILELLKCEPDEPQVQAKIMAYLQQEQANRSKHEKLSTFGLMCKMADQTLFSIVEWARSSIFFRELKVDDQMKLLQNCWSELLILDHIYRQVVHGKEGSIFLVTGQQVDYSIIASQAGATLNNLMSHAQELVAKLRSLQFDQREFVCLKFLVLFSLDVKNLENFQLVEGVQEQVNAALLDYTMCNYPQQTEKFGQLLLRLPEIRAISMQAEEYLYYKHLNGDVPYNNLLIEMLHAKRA
NR2F2 inh = inhibitors of human COUP-TFII (NR2F2) | P24468 | 0.7% of 370,000 active | HEK293T NGFI-A luciferase reporter, luminescence | inhibition, % at 8.6 µM | AID 686940;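 active = inhibition above a per-plate cutoff, mean inhibition of test wells between control levels plus 3 SD, cut at about 38% in these data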;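 also: cells cotransfected with COUP-TFII expression vector driving the NGFI-A reporter; 0% = median of COUP-TF2 test wells and 100% = reporter-only cells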
Target sequence (P24468 whole entry, looked up): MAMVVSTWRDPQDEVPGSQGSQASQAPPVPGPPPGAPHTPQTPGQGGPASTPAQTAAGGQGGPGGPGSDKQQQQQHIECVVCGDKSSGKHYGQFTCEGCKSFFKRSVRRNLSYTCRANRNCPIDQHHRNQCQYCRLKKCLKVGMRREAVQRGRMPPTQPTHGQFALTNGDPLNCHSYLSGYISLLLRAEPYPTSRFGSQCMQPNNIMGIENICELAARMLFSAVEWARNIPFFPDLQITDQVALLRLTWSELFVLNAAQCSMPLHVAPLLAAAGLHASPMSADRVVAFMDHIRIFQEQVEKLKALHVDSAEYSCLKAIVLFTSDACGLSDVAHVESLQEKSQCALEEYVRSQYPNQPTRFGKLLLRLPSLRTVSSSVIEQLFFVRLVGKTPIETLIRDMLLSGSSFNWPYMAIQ
NCOA3 inh = human NCOA3 inhibition; Q9Y6Q9; HEK293 GAL4-SRC3 luciferase reporter, luminescence; inhibition, % at 3.6 µM; 0.17% of 360,000 active; AID 588352;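 active = inhibition above a per-campaign cutoff, the mean of all compounds plus 3 SD, cut at about 60% in these data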;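 also: 0% = DMSO-treated cells and 100% = gossypol-treated cells at 36 µM; higher means less SRC3-driven luciferase light from the GAL4 reporter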
NCOA1 inh = inhibitors of human steroid receptor coactivator 1 (SRC1); HEK293 GAL4-SRC1 luciferase reporter, luminescence; Q15788; 0.12% of 360,000 active; inhibition, % at 3.6 µM; AID 588354;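 active = inhibition above the campaign mean plus 3 SD, with each screening campaign given its own cutoff, cut at about 60% in these data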;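 also: 0% = DMSO treated cells and 100% = gossypol at 36 µM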
TROY NFkB inh = TROY signaling inhibition; Q293 LMP1-TROYcd NF-kB luciferase reporter, 4 h; inhibition, % at 10 µM; 0.98% of 360,000 active; AID 1347056;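 active = compounds whose plate-normalised and pattern-corrected inhibition of the luciferase reporter signal at the single screening dose is 50% or more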
SRC2 inh = inhibits human steroid receptor coactivator 2. inhibition, % at 9 µM. 0.17% of 370,000 active. HEK293 GAL4-SRC2 luciferase reporter, luminescence;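 active = inhibition above the mean inhibition of all tested compounds plus 3 SD, set per campaign, cut at about 52% in these data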;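 also: 0% = DMSO treated cells and 100% = cells given Gossypol at 36 µM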
TRAIL sens C8 = sensitizes caspase-8 expressing cells to TRAIL | NB7+C8 cells + TRAIL, ATPlite viability luminescence | inhibition (viability loss, TRAIL sensitization), % at 10 µM | 1% of 360,000 active | AID 624354;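 active = compounds causing at least 50% loss of cell viability in the single-dose screen, relative to plate controls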
Active calls of the source: *; · = not tested or not shown.

SMILES	NOD2 RIPK2 PPI	Vif inh	TLR9-MyD88 block	LMP1 NFkB inh	NR5A2 inv ag	NR2F2 inh	NCOA3 inh	NCOA1 inh	TROY NFkB inh	SRC2 inh	TRAIL sens C8
CNc1ncnc2c1ncn2-c1ccccc1	-14.0	-3.1	-3.1	-5.6	-38.4	-8.1	-36.3	-59.9	-18.6	-64.9	-7.2
CN(C)c1ccc(CNC(=O)CN(C)S(=O)(=O)c2ccc3c(c2)c(=O)n(C)c(=O)n3C)cc1	-7.9	1.2	6.8	-7.2	5.1	1.2	3.7	-12.0	-4.0	-4.5	-7.8
O=C(COc1ccc(Cl)cc1)Nc1ccccc1C(=O)NCc1cccnc1	1.1	-1.1	1.9	-7.8	1.7	16.8	-13.9	-7.1	6.3	-14.3	-6.4
CC(=O)Nc1cccc(C(=O)N/N=C/c2ccc(F)cc2)c1	4.2	4.0	2.9	-5.3	-84.2	1.7	-102.3	-111.8	-13.6	-46.6	9.4
C=CCn1c(SCC(N)=O)nc2scc(-c3ccc(C)o3)c2c1=O	-10.2	-4.3	10.6	-16.6	-146.9	-29.3	-93.9	-112.7	21.6	-49.1	15.5
O=C1[C@H]2[C@@H](c3ccc(C(F)(F)F)cc3)N[C@]3(CCCN(Cc4ccco4)C3=O)[C@H]2C(=O)N1Cc1ccccc1	0.8	-2.9	12.4	7.7	8.7	-21.1	-16.9	-13.5	-12.8	-2.0	4.5
COc1cc(CNCc2ccccn2)ccc1OCC(=O)NC(C)(C)C	-1.4	-5.7	-0.2	3.7	10.0	6.8	16.8	-8.6	11.2	-10.8	3.0
NC(=O)c1cccn1Cc1cccc(Cl)c1	3.3	6.1	-9.7	1.4	11.0	2.8	16.6	-16.1	-1.7	-12.3	-1.9
Cc1ccc2nc(NC(=O)C(NS(=O)(=O)c3cccc4nsnc34)C(C)C)sc2c1 (centres undefined)	-3.8	-14.0	4.3	-16.4	11.8	-4.4	-17.1	-30.6	-12.3	10.5	-11.8
CCc1nc2ccc(C(=O)Nc3cc(-c4ccccc4)ccc3OC)cn2c1N(C)Cc1nccs1	-8.8	-20.7	·	·	-13.9	50.0*	15.1	12.6	7.7	8.6	26.4
Cc1ccc(C2=NS(=O)(=O)N(C)C(C(=O)NC(C)c3ccccc3)=C2)cc1 (centres undefined)	-1.0	·	-4.4	-4.7	5.6	6.5	-14.6	5.8	-0.8	5.4	-2.2
CCc1sc(C(=O)Nc2ccc(NC(C)=O)cc2)cc1C	-0.2	1.2	-2.4	10.4	-30.2	-18.4	5.1	-16.9	-32.2	-21.9	0.9
CO[C@@H]1CN(C)C(=O)c2cc(NC(=O)Nc3ccc4c(c3)OCO4)ccc2OC[C@@H](C)N(C)C[C@H]1C	-6.0	·	·	·	-2.2	-4.0	·	·	·	6.3	4.0
CN(C(=O)COC(=O)c1cccc(S(=O)(=O)N2CCOCC2)c1)C1CCS(=O)(=O)C1 (centres undefined)	5.6	1.6	15.2	-4.1	1.5	·	-6.9	-1.8	12.3	·	8.1
O=C(Oc1ccccc1)c1cc2ccccc2oc1=O	3.9	-0.5	-5.1	2.0	0.0	3.8	12.2	7.8	-52.1	5.9	0.5
CCn1c(Cc2ccccc2)nnc1SCC(=O)Nc1ccc(OC)cc1	-3.3	3.9	-2.5	-0.8	34.4	3.4	16.4	10.8	-14.6	4.8	-11.8
COc1ccc(NS(=O)(=O)c2ccc(SC)cc2)cc1	6.5	-2.7	0.2	3.5	25.3	5.2	-3.0	13.0	6.6	2.4	-5.4
C/C(=N\NC(=S)NC(C)C)c1ccc(-n2ccnc2)cc1	-0.5	-1.3	-9.4	0.6	28.2	12.1	1.1	-8.6	-4.3	-14.8	-12.7
O=C1/C(=C/c2ccc(C(=O)O)cc2)CCC/C1=C\c1ccc(C(=O)O)cc1	-0.8	1.8	0.3	-2.3	-5.0	9.3	15.8	-14.8	8.6	30.2	-16.4
CC(=O)NC(CCS(C)(=O)=O)C(=O)Nc1cccc(C(C)=O)c1 (centres undefined)	-5.2	·	-14.8	-6.0	19.3	4.3	-1.1	-8.7	3.4	-6.1	-15.0
Cc1ccccc1NC(=O)N1CCN(c2ncccn2)CC1	-3.1	4.2	10.4	-0.6	2.2	14.7	-6.9	9.2	5.5	-3.8	2.4
CN(C)c1nc(N2CCOCC2)nc(N(c2ccccc2)c2ccccc2)n1	-6.6	-5.3	-2.4	18.2	-0.3	5.3	10.3	0.7	-5.3	-20.3	-2.0
O=C(NCCN1CCOCC1)c1ccc(Cl)c(Cl)c1	-2.4	-1.3	-2.3	-5.2	-3.9	11.2	-14.6	1.3	1.7	5.2	-3.7
O=C(CSC1=NCCN1)Nc1cccc([N+](=O)[O-])c1	-7.0	-6.0	-1.7	-47.0	5.0	3.2	12.0	-3.4	11.3	11.8	-12.0
CCn1cc(C(=O)O)c(=O)c2cc(S(=O)(=O)N3CCCCCC3)ccc21	-8.7	1.7	3.4	3.4	5.2	-8.9	4.5	1.0	-25.8	0.5	0.7

Profiles, quoted from the list.
Listed for O=C1/C(=C/c2ccc(C(=O)O)cc2)CCC/C1=C\c1ccc(C(=O)O)cc1 : NOD2 RIPK2 PPI: -0.8; Vif inh: 1.8; TLR9-MyD88 block: 0.3; LMP1 NFkB inh: -2.3; NR5A2 inv ag: -5.0; NR2F2 inh: 9.3; NCOA3 inh: 15.8; NCOA1 inh: -14.8; TROY NFkB inh: 8.6; SRC2 inh: 30.2; TRAIL sens C8: -16.4
Listed for O=C(Oc1ccccc1)c1cc2ccccc2oc1=O : NOD2 RIPK2 PPI: 3.9; Vif inh: -0.5; TLR9-MyD88 block: -5.1; LMP1 NFkB inh: 2.0; NR5A2 inv ag: 0.0; NR2F2 inh: 3.8; NCOA3 inh: 12.2; NCOA1 inh: 7.8; TROY NFkB inh: -52.1; SRC2 inh: 5.9; TRAIL sens C8: 0.5
Listed for Cc1ccccc1NC(=O)N1CCN(c2ncccn2)CC1 : NOD2 RIPK2 PPI: -3.1; Vif inh: 4.2; TLR9-MyD88 block: 10.4; LMP1 NFkB inh: -0.6; NR5A2 inv ag: 2.2; NR2F2 inh: 14.7; NCOA3 inh: -6.9; NCOA1 inh: 9.2; TROY NFkB inh: 5.5; SRC2 inh: -3.8; TRAIL sens C8: 2.4

(further entries)
SMILES	NOD2 RIPK2 PPI	Vif inh	TLR9-MyD88 block	LMP1 NFkB inh	NR5A2 inv ag	NR2F2 inh	NCOA3 inh	NCOA1 inh	TROY NFkB inh	SRC2 inh	TRAIL sens C8
COc1ccc(-c2nnn(CC(=O)N(Cc3cccs3)C(C)C(=O)NC3CCCC3)n2)cc1OC (centres undefined)	-6.4	1.2	-13.1	3.6	23.1	17.2	5.8	23.8	-10.3	10.7	-10.4
O=C(c1cccc(N2C(=O)c3ccccc3C2=O)c1)N1CCCCCC1	-0.1	6.6	-6.6	-2.2	-23.2	14.5	9.0	-15.2	4.5	-11.2	-0.8
COc1ccc(Br)cc1CNC(C)c1ccccc1 (centres undefined)	-3.6	-1.8	2.1	-4.6	-21.2	-4.2	16.2	0.0	15.6	23.2	6.3
CCCN1CCN(c2nc(-c3cccs3)nc3ccccc23)CC1	-6.7	5.3	-0.6	-9.7	-40.8	-5.8	8.5	-78.6	2.0	2.7	12.1
CCOC(=O)CCc1n[nH]c(=O)[nH]c1=O	-14.3	1.9	3.1	-33.3	-21.1	1.0	3.4	-19.6	9.7	2.3	10.9
CCN1CCN(CCCNC(=O)CCC(=O)N2CCOc3ccccc32)CC1	8.5	0.8	-1.1	-8.2	14.0	14.2	13.1	-2.2	-13.4	18.6	-16.1
O=C1NC(=NCc2ccccc2)S/C1=C/c1ccc(O)cc1	-2.9	-7.2	-12.7	0.3	28.4	-8.6	25.7	12.8	-1.5	9.1	11.8
CCN(C(=O)COC(=O)c1ccc(SC)cc1OC)C1CCS(=O)(=O)C1 (centres undefined)	-5.5	2.3	6.6	2.1	3.0	-0.8	16.0	-11.5	6.4	13.7	-4.2
NC(=O)CSc1nnc(Cc2csc(Nc3ccccc3)n2)n1Cc1ccccc1	1.1	-3.6	1.4	11.5	-15.7	4.5	10.0	2.0	-4.5	9.1	-13.9
FC(F)(F)c1cc(-c2cccs2)nc(N2CCOCC2)n1	3.0	-1.2	-18.4	-6.7	-19.9	-6.8	-7.6	8.0	-3.4	8.4	-18.5
O=S(=O)(NC1CCCCC1Oc1ccccc1)c1ccc(Cl)cc1 (centres undefined)	-8.6	17.2	-1.0	2.1	-6.4	-9.9	15.1	5.3	20.5	16.0	3.1
O=C(Nc1ccc(N2CCCCC2)cc1)c1cc(S(=O)(=O)N2CCOCC2)ccc1F	1.2	-1.0	-3.7	-17.5	5.1	5.0	0.3	-2.3	3.2	10.1	10.7
O=C(NNC(=O)C1CCN(c2ncccn2)CC1)c1ccc(F)cc1	-16.0	3.0	-2.9	-5.8	2.8	-2.5	3.1	8.6	-4.1	-19.2	-31.6
CCOC(=O)C1=C(N)n2c(s/c(=C\c3ccco3)c2=O)=C(C(=O)OCC)C1c1ccco1 (centres undefined)	6.3	·	8.8	-6.6	4.3	·	12.3	-4.0	-1.3	·	17.5
Cc1cc(C)cc(NC(=O)CCN2C(=O)c3ccccc3C2=O)c1	-4.6	7.3	-4.3	5.4	-8.9	-8.7	-4.1	-2.1	9.6	13.7	-2.0
CC(C)[C@H](NS(=O)(=O)c1ccccc1)C(=O)OCc1cc([N+](=O)[O-])cc2c1OCOC2	6.5	0.0	-12.6	-6.8	-15.7	0.1	-2.2	0.6	9.7	-20.4	1.6
CC(=O)Nc1scc(C)c1-c1nc2ccccc2s1	-1.7	11.6	6.2	-20.3	13.9	-15.6	21.2	-6.5	-61.7	5.8	9.9
CCn1c(SCc2c(Cl)cccc2Cl)nnc1-c1nn(-c2ccccc2)ccc1=O	1.3	1.4	3.5	-1.7	3.8	18.1	-18.1	-3.9	5.2	1.1	3.8
CC1(C)C(=O)Nc2ccccc2N1C(=O)COC(=O)c1cccnc1Cl	-7.3	4.2	1.8	-3.3	-15.0	24.2	-3.7	-1.9	8.9	-3.7	-9.0
Cc1ccc(N2CC(c3nc4ccccc4n3C)CC2=O)cc1 (centres undefined)	0.6	0.3	-3.9	-2.6	-16.0	10.4	1.8	-7.5	-26.2	4.6	5.8
Nc1cc(=O)[nH]c(SCC(=O)Nc2ncc(C(F)(F)F)cc2Cl)n1	1.2	2.8	0.3	13.3	2.7	-0.1	-22.2	-11.7	3.5	-16.2	5.0
CC(=O)C1=C(O)C(=O)N(c2ccccn2)C1c1ccccc1[N+](=O)[O-] (centres undefined)	-1.0	3.9	5.3	-2.0	1.3	-0.8	5.2	-37.9	-3.4	-6.7	-8.7
Cc1cc(C)cc(NC(=O)Nc2ccc(NC(=O)c3ccccc3O)cc2)c1	-3.9	3.9	-1.6	3.7	5.5	0.3	-15.9	-0.2	-1.0	0.6	2.3
COc1ccc(C(=O)NCC(=O)NCc2ccc3c(c2)OCO3)cc1[N+](=O)[O-]	-4.4	8.9	11.2	-0.6	4.1	6.0	11.6	-4.5	-3.1	7.1	2.2
Cn1c(SCC(=O)N2CCN(c3ccccc3)CC2)nnc1-c1ccncc1	-13.1	-0.3	-8.1	5.2	2.1	-14.1	-8.7	-7.3	11.3	16.3	0.4
COc1ccccc1N1CCN(C(=O)C(=O)c2c(C)[nH]c3ccccc23)CC1	-9.4	0.8	2.3	4.9	0.0	-17.8	-3.1	-15.2	-8.7	-32.7	-8.5

Not all compounds are listed (hit frequency here may not be typical).
